Source: PubChem (National Center for Advancing Translational Sciences (NCATS))
SW480 rerep – DNA re-replication induction in SW480 cells. SW480 DNA re-replication, Hoechst DNA content imaging, 48 h. Potency, µM (series often up to 46.1 µM), inactives show at the highest dose re-replication activation, actives largely listed as activators. 340,000 compounds, 1.8% hits. AID 624297; also: potency is read from the fitted curve at half-maximal effect; % of control where 0% means no effect; nearly all actives have a fitted effect of over 55% in size
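Quantitative HTS format with DMSO vehicle controls; 48 hr drug incubation at 37 C, then 40 min Hoechst staining and scanning imager measurement at 405 nm excitation.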
D3 antag – antagonists of human D3 dopamine receptor | 360,000 compounds, 2.5% hits | max response, negative = inhibition, % | D3R cells, DiscoveRx beta-arrestin luminescence, antagonist mode; active compounds read low | AID 652054; in the data active = max response below about -50%; inconclusive = no clear call, values can overlap the other calls; also: % is scaled to controls: 0 for no effect and ±100 for the full control effect; mostly tested at two doses, the higher about 12 µM
Target sequence (P35462 whole entry, looked up): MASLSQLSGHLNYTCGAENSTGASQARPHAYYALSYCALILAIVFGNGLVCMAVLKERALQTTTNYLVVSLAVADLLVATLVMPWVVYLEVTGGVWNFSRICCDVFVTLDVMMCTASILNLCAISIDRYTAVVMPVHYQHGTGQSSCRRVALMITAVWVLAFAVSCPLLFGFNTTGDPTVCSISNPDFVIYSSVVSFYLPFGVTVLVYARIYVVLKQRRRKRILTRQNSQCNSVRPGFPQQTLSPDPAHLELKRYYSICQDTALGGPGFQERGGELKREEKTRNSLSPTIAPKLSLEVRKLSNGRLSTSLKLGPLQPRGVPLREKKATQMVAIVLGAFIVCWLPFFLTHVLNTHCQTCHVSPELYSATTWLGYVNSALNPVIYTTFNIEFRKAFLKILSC
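Cells expressing the human receptor were seeded at 1500 cells/well, incubated overnight at 37 degrees C in 5% CO2, then exposed to library compounds with dopamine controls for 90 minutes at 37 degrees C before luminescent detection.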
IL-1B inflam inh – inhibitors of inflammasome signaling (IL-1 beta secretion); THP-1 LPS/ATP IL-1B secretion, AlphaLISA, 16 h; active compounds read low; activity change, % at 57.5 µM; 360,000 compounds, 4.7% hits; AID 743279; in the data active = activity change below about -50%; inconclusive = mostly about -30% to -49%; also: % is scaled to controls: 0 for no effect and ±100 for the full control effect
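Secreted IL-1B measured by AlphaLISA bead assay after 16 h compound exposure of THP-1 cells; compounds (final up to 57.5 uM) added 1 h before LPS (250 ng/mL) and ATP (1.25 mM) stimulation; lower signal means less secretion.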
HT1080 IDH1KD tx – kills HT-1080 cells with IDH1 knockdown; HT-1080 IDH1 knockdown viability, ATP luminescence, 48 h; Potency, µM (top dose mostly 46.1 µM), inactives show at the highest dose activity, negative = toxicity, most hits filed as cytotoxic; 360,000 compounds, 2% hits; AID 686971;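 also: potency is read from the fitted curve at half-maximal effect; 0% = DMSO wells and -100% = cell-free medium wells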
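In this qHTS, HT-1080 cells depleted of IDH1 are exposed for 48 h at 37 °C to compound titrations. Toxicity is scored from CellTiter-Glo luminescence, with DMSO as full viability and medium alone as none.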
D3 ag – agonists of human D3 dopamine receptor; D3R DiscoveRx beta-arrestin cells, luminescence, 90 min; 410,000 compounds, 0.58% hits; P35462; AID 652048; max activation, %; in the data active = max activation above about 30%; also: 0% is about no effect; mostly tested at two doses, the higher about 12 µM
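Agonist mode: compounds and dopamine controls were applied to plated cells for 90 min at 37 degrees C after an overnight attachment at 1500 cells/well. Luminescent read-out followed 30 - 60 minutes at room temperature with DiscoveRx detection reagent.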
HT1080-NT tox – kills 2HG-producing HT-1080-NT fibrosarcoma cells; HT-1080-NT fibrosarcoma viability, CellTiter-Glo ATP luminescence, 48 h; AID 686970; 360,000 compounds, 1.6% hits; Potency, µM (top dose mostly 46.1 µM), inactives show at the top dose activity, negative = less viability, hits mostly cytotoxic;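 also: NT is the 2HG producing partner of a matched IDH1 knockdown line; potency is read from the fitted curve at half-maximal effect; 0% = DMSO-treated cells and -100% = media-only wells without cells; nearly all actives have a fitted effect of over 55% in size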
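Viability by CellTiter-Glo luminescence after 48 h compound exposure at 37C of HT-1080-NT cells (750/well, RPMI, 5% FBS). % activity scaled between DMSO wells and medium-only wells, then curve-fitted and categorized by curve class.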
KB-3-1 tox – KB-3-1 parental cell cytotoxicity; KB-3-1 viability, CellTiter-Glo ATP luminescence, 72 h; Potency, µM (highest dose often 46.1 µM), inactives show at the highest dose activity change, negative = cytotoxic, most hits filed as cytotoxic; 400,000 compounds, 1.4% hits; also: potency is read from the fitted curve at half-maximal effect; % is scaled to controls: 0 for no effect and ±100 for the full control effect; nearly all actives have a fitted effect of over 60% in size
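Parental KB-3-1 viability, qHTS format: 72 h compound exposure, 37 °C; CellTiter-Glo; media-only wells and DMSO plates as controls; concentration-effect fits on corrected data.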
KB-V1 MDR tox – KB-V1 MDR subline cytotoxicity; KB-V1 MDR cells viability, CellTiter-Glo, 72 h; Potency, µM (series often up to 46.1 µM), for inactives: at the highest dose activity change, negative = cytotoxicity, usual class: cytotoxic; 400,000 compounds, 3.4% hits; also: potency is read from the fitted curve at half-maximal effect; % is scaled to controls: 0 for no effect and ±100 for the full control effect; nearly all actives have a fitted effect of over 60% in size
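Cytotoxicity via CellTiter-Glo luminescence after 72 h compound exposure at 37 degrees C. Cells: drug-selected KB-V1 line, DMEM phenol-red free plus 10% FBS. Compounds tested at multiple concentrations; normalized data fitted to concentration-effect curves.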
GLP1R ag – activates the human GLP-1 receptor; Potency, µM (top dose mostly 45.6 µM), for inactives: at the top dose activation, actives largely listed as activators; P43220; 380,000 compounds, 0.007% hits; HEK293 GLP-1R CRE-luciferase, luminescence, 4-6 h; cells express a hypersensitive GLP-1R form; also: potency is read from the fitted curve at half-maximal effect; % of control where 0% means no effect
Target sequence (P43220 whole entry, looked up): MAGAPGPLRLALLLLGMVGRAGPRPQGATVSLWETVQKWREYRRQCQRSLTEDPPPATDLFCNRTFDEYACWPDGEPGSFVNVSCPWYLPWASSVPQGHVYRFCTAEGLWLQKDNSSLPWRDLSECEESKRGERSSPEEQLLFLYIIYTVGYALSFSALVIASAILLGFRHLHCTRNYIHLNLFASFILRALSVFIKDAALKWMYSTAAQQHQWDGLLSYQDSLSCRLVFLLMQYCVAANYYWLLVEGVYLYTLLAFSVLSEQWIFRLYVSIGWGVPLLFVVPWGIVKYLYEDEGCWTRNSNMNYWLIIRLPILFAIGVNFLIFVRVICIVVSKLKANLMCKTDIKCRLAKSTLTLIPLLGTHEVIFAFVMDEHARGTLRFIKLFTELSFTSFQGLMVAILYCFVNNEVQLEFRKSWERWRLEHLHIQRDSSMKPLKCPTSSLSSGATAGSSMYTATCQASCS
* hit, by the source's call; ? = inconclusive; nt = no result given; [ ] = dose if it differs, or a comment. Unless noted, calls follow the shape of the dose curve; as a rule, active = well fitted curve in the direction sought with a large enough effect; inconclusive = small, poorly fitted or top-dose-only effect, or another doubt; inactive = no such curve, though single readings can be large; an effect the other way counts as inactive or inconclusive. Compounds as they come; 12% or so of the library scored in one or more.

Each structure is followed by: SW480 rerep, D3 antag, IL-1B inflam inh, HT1080 IDH1KD tx, D3 ag, HT1080-NT tox, KB-3-1 tox, KB-V1 MDR tox, GLP1R ag
- COc1cccc(NC(=O)COC(=O)c2c(F)cccc2Cl)c1
  -2%, -62*, 0, 15%, 1, 16%, ?, -5%, 14%
- CCCCNc1nnc(SCC(=O)c2c(N)n(C3CC3)c(=O)[nH]c2=O)s1
  -26%, 7, 14, -2%, 5, 4%, 29%, -10%, 4%
- O=C(CNC(=O)c1ccc(Cl)cc1Cl)OCC(=O)c1ccc2c(c1)OCCO2
  0%, -13, 21, 4%, 7, 10%, 6%, 22%, 0%
- O=C(Nc1ccccc1OCc1ccccc1)c1ccccc1Br
  ?, 4, -16, -4%, 4, 0%, 0%, ?, 17%
- CCOc1ccc2nc(NC(=O)c3c([N+](=O)[O-])cnn3CC)sc2c1
  -9%, -8, 4, 4%, -1, 7%, 0%, 0%, 1%
- CCNC(=O)CC1C(=O)N(CC)C(=S)N1NC(=O)c1cccnc1 (stereo not drawn)
  10%[1.84 µM], 23, 25, 9%, 9, 12%, -4%, -8%, -1%
- CCOc1ncccc1C(=O)Nc1ccc(-c2cn3ccsc3n2)cc1
  -2%, 31, 2, 10%, 12, 9%, -2%, ?, 15%
- O=C(CNc1cccc(S(=O)(=O)N2CCCCCC2)c1)Nc1cccc([N+](=O)[O-])c1
  4%, -6, -25, ?, 1, ?, ?, -13%, 2%
- CCN(CC(=O)Nc1ccc(NC(C)=O)cc1)C(=O)c1c(C)nn(-c2ccc(F)cc2)c1Cl
  -7%, 1, 6, 13%, 3, 5%, -2%, ?, -4%
- Cc1cccc(C(=O)NNC(=O)C2CCCCC2)c1O
  nt, 7, 18, -29%, 1, 0%, -7%, ?, 1%
- O=C(CCC(=O)Nc1ccc(F)cc1)N/N=C/c1ccccc1
  -21%, 0, -7, 1%, -1, 0%, 1%, 29%, 1%
- Cc1cccc(C)c1OCCCN1CCCC1
  -5%, 0, 18, 13%, -8, 11%, 21%, 0%, -13%
- O=C(Nc1cccc(-c2cnc3ccccc3n2)c1)c1ccc(Cl)cc1
  -6%, -4, 9, 14%, -11, 16%, -2%, -13%, -13%
- Cc1ccc2nc(-c3cccc(Br)c3)c(Cc3ccccc3C(F)(F)F)n2c1
  nt, 22, 50, 4%, 7, 5%, 0%, 4%, -1%
- C=CCn1cnc2c(nnn2-c2ccc(Cl)cc2)c1=O
  4%, -3, -16, 10%, 3, 15%, 3%, -11%, -7%
- CCS(=O)(=O)c1nc(S(=O)(=O)c2ccc(Cl)cc2)c(N2CCOCC2)s1
  ?, -4, ?, 4%, 3, 11%, ?, -16%, -5%
- CC1CN(c2ccc(Cl)cc2)c2nc3c(c(=O)[nH]c(=O)n3C)n2C1 (stereo not drawn)
  -3%, 2, 1, -12%, -3, -5%, 0%, 8%, 4%
- CCOC(=O)N1CCN(C(=O)COC(=O)c2oc3ccc(OC)cc3c2C)CC1
  -3%, -8, -2, 2%, -3, -5%, 5%, ?, -4%
- CCOc1cccc2cc(C(=O)Nc3cc(C)on3)c(=O)oc12
  -5%, 5, 9, -6%, -6, 11%, 5%, 13%, -10%
- Cc1ccc(C(C)C)c(OCC(=O)OCC(=O)NC2CC2)c1
  -1%, 3, 6, -6%, 7, 15%, 12%, ?, 2%
- CCc1ccc(C(=O)CN2C(=O)C(C)N(c3ccc(C)cc3)C2=O)cc1 (stereo not drawn)
  0%, -11, 7, 8%, -4, 4%, 2%, 10%, 8%
- O=C(O)CSCC(=O)Nc1cccc(C(F)(F)F)c1
  -2%, 22, 3, 20%, 11, 8%, 11%, 1%, 16%
- C1=C(N2CCOCC2)/C(=C/c2nc3ccccc3[nH]2)CC1
  -4%, -3, 5, 0%, -2, -3%, -17%, 0%, -1%
- COc1ccc2c(c1)CCc1sc(NC(=O)c3ccco3)nc1-2
  -1%, 9, 6, 17%, 3, 30%, -8%, -7%, -2%
- Cc1ccc(OCc2nnc(SCC(=O)NC3CCCCC3)n2C)cc1
  -4%, -9, 0, 10%, 5, ?, 5%, ?, 6%
- NC1=NC[C@H](c2ccccc2)N1CC1CCCCC1
  1%, 12, -54*, 5%, 4, -19%, 13%, 8%, -6%
- COc1ccc(NC(=O)C2CC2(Cl)Cl)cc1S(=O)(=O)N1CCCCC1 (stereo not drawn)
  nt, 6, 40, 5%, 2, 3%, 0%, -11%, -6%
- CCC(C(=O)Nc1ncccn1)(C(F)(F)F)C(F)(F)F
  -3%, 22, -5, -2%, -11, -5%, 1%, 6%, 20%
- Cc1ccc(C(=O)Cn2c(=N)n(N)c3ccccc32)cc1
  -1%, 2, ?, -2%, -4, -3%, -13%, 4%, 7%
- Cc1nc2ccccc2n1CC(=O)OCC(=O)N1CCC(C)CC1
  -2%, 6, 9, 0%, 10, -3%, nt, nt, -7%
- O=C(/C=C/c1cc([N+](=O)[O-])ccc1OC(F)F)NCc1ccc(F)cc1
  0%, 13, -28, -9%, -13, -3%, 0%, -7%, 4%
- Cc1ccc(C(=O)N2CCOCC2)cc1S(=O)(=O)N1CCCCC1
  -12%, 4, 0, 3%, 13, -1%, -11%, 10%, -9%
- COc1ccccc1NC(=O)CSc1nnc(CC(=O)Nc2ccccc2C)n1C
  -2%, 2, 0, 13%, 2, 5%, 1%, -10%, 3%
- CC(C)=CC(=O)Nc1ccc(Cl)cc1
  -3%, -1, -3, 7%, 0, 10%, 23%, 0%, -1%
- CC(C)N(C(=O)Cn1c(-c2ccccc2Cl)nc2ccccc21)c1ccccc1
  -80%[inhibitor], 0, 0, 0%, 6, -3%, 24%, 10µM*, 5%
- CC1=C(C(=O)N2CCOCC2)CC(CC(=O)NCCCCc2ccccc2)C(=O)N1CCC1=CCCCC1 (stereo not drawn)
  nt, -18, 2, 1%, 0, 3%, -26%, ?, 2%
- O=C1NC(=NCc2ccccc2)NC1(c1ccccc1)c1ccccc1
  -8%, -2, -19, 0%, -4, 4%, -22%, 13%, 7%
- CCOc1ccc(C=NNC(=O)c2ccc(-n3cnnn3)cc2)cc1
  12%, 5, ?, -3%, 3, 1%, -16%, -6%, -3%
- O=C(Nc1ccccc1F)c1ccn[nH]1
  2%, 3, 0, 21%, 1, 16%, 13%, 2%, 0%
- Cc1ccc(-c2cc(C(F)(F)F)n3ncc(C(=O)N4CCCCC4c4cccnc4)c3n2)cc1 (stereo not drawn)
  3%, 1, -2, 22%, -1, 20%, -5%, ?, 1%
- CS(=O)(=O)c1ccc(-c2cccc(NC(=O)COc3ccc(Cl)cc3)c2)nn1
  ?, -1, -2, ?, 2, -26%, ?, -2%, -5%
- Cc1cc(SCc2cccc(Cl)c2)nc(=O)[nH]1
  7%, 10, -1, 0%, 3, -3%, 4%, -15%, 13%
- COc1ccc(-n2ncc3c(N(C)C4CCCCC4)ncnc32)cc1
  -5%, 44, -23, 12%, 6, 16%, ?, -7%, -4%
- O=C(O)c1ccc(NS(=O)(=O)c2ccc3nnn(O)c3c2)cc1
  -3%, -2, 22, 14%, -4, 19%, 8%, ?, 0%
- CN(C)S(=O)(=O)Nc1ccc2c(c1)Cc1ccccc1-2
  -2%, -1, 22, -21%, -2, -14%, 7%, -18%, 3%
- COc1ccc(S(=O)(=O)N(C)C[C@@H]2OCc3cnnn3CCCC(=O)N([C@@H](C)CO)C[C@@H]2C)cc1
  nt, 20, -13, 2%, 3, 17%, 0%, 7%, -6%
- CC1=CC(=C(C#N)C#N)C=C(C)N1CCN1CCN(C(=O)Nc2ccc(Cl)c(Cl)c2)CC1
  5%, -2, -13, ?, -5, 1%, -2%, ?, -5%
- CC1CN(CC(=O)Nc2ccc(Br)cn2)CC(C)O1 (stereo not drawn)
  -1%, -16, 20, 9%, -18, 14%, -1%, ?, 20%
- CCOc1ccc(Cc2nnc(SCC(N)=O)n2C)cc1
  -13%, -18, 11, 3%, 15, 16%, -3%, 2%, -8%
- CCn1ncc(Cl)c1C(=O)NC(=S)Nc1ccccc1Br
  0%, -1, -85*, 0%, 4, 1%, ?, 16µM*, 1%
- COc1ccc(/C=C/C(=O)Nc2ccc(N3CCOCC3)cc2)cc1
  2%, 9, 10, -10%, -2, 10%, 5%, 6%, -13%
- CCOC(=O)CN1N=C(c2ccc(Cl)cc2)CCC1=O
  0%, -20, 1, 12%, -6, 5%, 0%, 21%, 7%
- CC(=O)Nc1ccccc1NC(=O)c1cccc2ccccc12
  4%, 11, 13, 2%, -4, 1%, ?, 0%, -1%
- Cc1c(/C=C2\SC(=O)N(CC(=O)Nc3ccc4c(c3)OCO4)C2=O)c2ccccc2n1C
  1%, 0, -10, 0%, -10, -2%, 7%, 11%, -2%
- O=C(O)C(=O)Cc1c[nH]c2ccccc12
  -9%, 0, 33, 1%, -14, 0%, 0%, -1%, 0%
- O=C(c1c(F)cccc1F)N(C1CCCCC1)C1CCCCC1
  -2%, 7, 48, 1%, 3, -5%, 1%, 28%, -2%
- COCCCN1CC(=O)N2C(c3ccc(OC)c(OC)c3)c3[nH]c4ccccc4c3C[C@H]2C1=O (stereo partly drawn)
  1%, 1, -9, -9%, 12, -1%, 1%, -4%, 21%
- COc1ccc(N2C(=O)/C(=C\c3ccco3)N=C2SCC(=O)NC(C)(C)C)cc1Cl
  ?, -11, ?, -8%, -3, 3%, ?, ?, -37%
- CSc1ccccc1Sc1cc(C(=O)O)c2ccccc2n1
  -1%, 13, 22, 3%, 2, 3%, -2%, 0%, 1%
- Nc1nc(Cl)nc(N(c2ccccc2)c2ccccc2)n1
  -5%, -3, 1, -5%, -2, -1%, -3%, -8%, 2%

Limited to SW480 rerep, for 2 of the compounds above:
| SMILES | SW480 rerep |
| --- | --- |
| CCNC(=O)CC1C(=O)N(CC)C(=S)N1NC(=O)c1cccnc1 (stereo not drawn) | 10%[1.84 µM] |
| CCOc1ncccc1C(=O)Nc1ccc(-c2cn3ccsc3n2)cc1 | -2% |
